# bCat nuc transl: beta-catenin nuclear translocation modulation. HeLa beta-catenin nuclear translocation, immunofluorescence imaging. nuclear translocation activity, % at 5 µM. hit rate 0.3% among 190,000. AID 1665;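 active = nuclear translocation activity above 50% at 5 µM, with a well cell count of 50 or more; inconclusive = wells under 50 cells across six images, flagged as toxic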;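 also: per-cell ratio of nuclear to cytoplasmic median beta-catenin stain intensity; plate controls were DMSO negative control for no effect and GSK-3 inhibitor IX positive control for full effect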
#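 Test system: HeLa cells, endogenous beta-catenin; Compound: single 5 µM dose plus 0.02–20 µM confirmation series; Times: compound exposure 24 h at 37°C; Signal: fluorescence imaging of beta-catenin antibody stain plus DAPI; Read-out: % activation, nuclear-to-cytoplasmic median beta-catenin signal ratio per cell.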
# West Nile virus CPE: inhibition of WNV-induced cytopathic effect – cell-based, CPE readout (AID 1621); West Nile virus-infected cells, CPE inhibition; higher % means a stronger effect; CPE inhibition, % at 10 µM; hits with a dose series show IC50 in µM; hit rate 0.02% among 290,000; in the data active = a potency from the dose series; inconclusive = CPE inhibition mostly from about 3.7% at the one dose, without a potency; inactive = the rest, 99 in 100 with CPE inhibition below about 2.2%; also: strong numbers were not always called active
# Myeloid diff 2: promotes myeloid progenitor differentiation; calls only at 10 µM; hit rate 1% among 360,000; ER-HoxA9 myeloid progenitors, lysozyme-GFP differentiation, flow cytometry;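 active = normalized GFP-positive differentiation at or above the plate's own cutoff, the solvent-only control mean plus 3 SD; inconclusive = no clear call, values can overlap the other calls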;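 also: cells exposed to compound for four days before flow analysis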
# Ins promoter up: MIN6 insulin promoter up-regulation | z-score at 5 µM | MIN6 insulin promoter-GFP reporter, high-content imaging; active compounds read high | hit rate 0.3% among 190,000 | AID 1625;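 active = z-score above 3 at 5 µM with at least 500 cells counted in the well; inconclusive = wells under 500 cells, flagged as cytotoxic or low count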
# Lipid droplet: hepatic lipid droplet formation modulation; AML12 mouse hepatocytes, oleate lipid droplets, BODIPY imaging; inhibition, % at 6.5 µM; hit rate 0.4% among 240,000; AID 1656;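 active = lipid droplet intensity inhibited by at least 50%, with more than 500 cells counted; inconclusive = wells with under 300 cells, treated as cytotoxic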
#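 Assay system: AML12 hepatocytes (mouse) / Also added: 100 µM oleic acid challenge / Times: overnight treatment with compound plus oleate / Detection: high-content imaging of BODIPY-stained droplets and DAPI nuclei / Evaluation: % inhibition of lipid droplet signal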
# MT stabilizer: microtubule stabilization, imaging screen; HeLa tubulin immunostaining HCS, 24 h; share of cells brighter than vehicle mean+2SD; % tubulin-high responders, % at 10 µM; hit rate 0.83% among 200,000; AID 2205;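 active = plate Z-score above 3 for both tubulin-high and condensed-nucleus cell shares, with cell loss under 80%, at 10 µM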;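 also: anti alpha tubulin signal scored within the nucleus-defined area of each cell; some results filed as inactive read as strong as hits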
# Autophagy mod: autophagy modulation, high-content screen | MEF GFP-LC3 puncta imaging; test concentration mostly 10 µM | calls only at 10 µM (by protocol) | hit rate 0.98% among 190,000 | AID 463193;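 active = percentage of spot-positive cells more than 3 SD above its plate mean, without a fluorescence outlier flag or 80% toxicity; inconclusive = no clear call, values can overlap the other calls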;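 also: spot-positive cell cutoff set from DMSO-treated cells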
# WT yeast gro inh: growth inhibition of WT yeast, mitochondrial fusion screen; mitochondrial fusion phenotypic screen, WT strain; inhibition, % at 10 µM; hit rate 2.1% among 190,000; AID 1362; in the data active = inhibition above about 58%; tested in S. cerevisiae
# T cell HTS: T cell immune modulation candidate; 2C CD8+ T cell-vesicle binding, flow cytometry; active compounds read low; calls only at 7 µM; hit rate 0.068% among 330,000;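 active = response, share of CD8 T cells binding vesicles, and their 90th percentile fluorescence all below set limits, cut at about 80% in these data, passing the limit was not always enough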
#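 material = purified 2C TCR transgenic mouse naive CD8+ T cells | controls = Unloaded micro-vesicles (low), QL9 vesicles with 0.7% DMSO (high) | detection = cytometric PE anti-B7-1 and Alexa647 anti-CD8 signals after 1% paraformaldehyde fixation | incubation = binding step 1.5 h, 37 °C, antibody labelling 20 min, ice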
# WT yeast gro inh mutant strain: recorded beside WT yeast gro inh, whose call it bears; inhibition, %; mitochondrial fusion phenotypic screen, mutant strain inhibition
# Ins promoter up cell count: further read-out of Ins promoter up, marked with its call; cell count; measured here: cytotoxicity, nuclei count;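 total cells summed across four imaged fields per well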
# Lipid droplet cells 6.5 µM: recorded beside Lipid droplet, whose call it bears; cell count; measured here: cell count, cytotoxicity flag;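 cells counted across two imaged fields per well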
# bCat nuc transl cell count 5 µM: also measured in bCat nuc transl; calls as there; cell count; measured here: cell count, cytotoxicity flag
# T cell HTS vesicle-bound %: recorded beside T cell HTS, whose call it bears; double positive events, %; measured here: CD8+ vesicle-bound cell fraction;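 binding gate set so that unloaded-vesicle control wells show 10% double positive cells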
# MT stabilizer Hoechst-high %: second read-out of MT stabilizer, no call of its own (marks repeat the call); % Hoechst-high responders; measured here: nuclear condensation Hoechst responders;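 share of cells brighter than vehicle mean plus two SD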
# MT stabilizer cytotoxicity %: second read-out of MT stabilizer, no call of its own (marks repeat the call); toxicity, %; measured here: cytotoxicity by cell density;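 0% = mean cell density of plate MIN control wells and 100% = no cells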
# Autophagy mod cell loss 18 h: also measured in Autophagy mod; calls as there; toxicity, %; measured here: cell loss, nuclei count;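 cell loss after 18 h compound exposure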
# Myeloid diff 2 GFP+ MAC1+ %: also measured in Myeloid diff 2; calls as there; GFP+ MAC1+ double positive, %; measured here: differentiation confirmed by MAC1 staining
# * = called active by the depositor; i = inactive; ? = inconclusive; nt = no result given. This is a random part of the collection. Share with any hit: about 3.9%.
SMILES	Autophagy mod cell loss 18 h	Ins promoter up	Myeloid diff 2 GFP+ MAC1+ %	bCat nuc transl cell count 5 µM	West Nile virus CPE	MT stabilizer Hoechst-high %	Myeloid diff 2	WT yeast gro inh mutant strain	T cell HTS vesicle-bound %	Lipid droplet cells 6.5 µM	MT stabilizer	Ins promoter up cell count	WT yeast gro inh	Lipid droplet	Autophagy mod	T cell HTS	bCat nuc transl	MT stabilizer cytotoxicity %
O=C(NNS(=O)(=O)c1ccc(Cl)cc1)C1CCN(Cc2ccccc2)CC1	15	nt	1.8	nt	0.1%	2.2	i	-12	29	nt	4.1	nt	-4	nt	i	i	nt	2.1
COc1ccc(C2=Nn3c(nnc3-c3ccccc3)SC2)cc1OC	24	-0.59	1.2	nt	0.5%	1.7	i	-4	14	813	2.6	1047	-12	7	i	i	nt	10
Cc1cc(C)n(-c2ccc(Cl)c(C(=O)NCc3ccccc3)n2)n1	-10	-0.32	0.3	1076	-0.6%	1.4	i	9	56	634	1.1	1401	9	-9	i	i	0.0	3.4
Cc1ccc(C)c(N2CCN(c3cnn(-c4nc5ccccc5s4)c(=O)c3Cl)CC2)c1	6	-0.52	0.4	1233	-0.4%	2.4	i	10	45	623	1.5	1505	4	-6	i	i	3.0	4.0
CC(=O)c1ccc(NC(=S)N2c3ccccc3CC2C)cc1 (stereo unspecified)	5	0.23	0.6	1085	-0.7%	2.0	i	4	43	693	2.7	1351	34	2	i	i	0.9	3.1
COc1cc(C2c3cc4c(cc3C(OC3OC5COC(c6cccs6)OC5C(O)C3O)C3COC(=O)C23)OCO4)cc(OC)c1O (stereo unspecified)	nt	nt	nt	765	0.2%	nt	?	nt	58	513	nt	nt	nt	-40	nt	i	-1.1	nt
CCC1=C2CC[C@H]3C(=O)N(CC)C(=O)[C@H]3[C@H]2[C@@]2(Cc3ccccc3)C(=NCc3ccccc3)OC(=O)N2C1=O	nt	-0.51	1.2	1376	-0.1%	nt	i	nt	4	726	nt	1033	nt	-3	nt	i	-0.5	nt
CC1CCCC(NC(=O)c2ccncc2)C1C (stereo unspecified)	nt	nt	0.3	nt	-0.6%	nt	i	nt	13	861	nt	nt	nt	-3	nt	i	nt	nt
CCC(=O)Nc1ccc(C(=O)Nc2c[nH]c(=O)[nH]c2=O)cc1	2	0.6	0.5	988	0.3%	2.3	i	0	30	645	3.5	1644	-17	10	i	i	-0.9	4.1
Cc1nc(-c2ccccc2)sc1C(=O)Nc1ccccc1F	nt	nt	0.7	nt	-1.3%	nt	i	nt	60	798	nt	nt	nt	7	nt	i	nt	nt
Cc1cccc(NC(=S)N2CCN(c3ccccc3)CC2)c1	1	-0.37	0.4	981	-0.8%	2.4	i	-2	60	675	1.4	1435	-15	2	i	i	-1.0	7.5
CC(=O)NCCNc1nc2c(-c3ccccc3)nnn2c2ccccc12	nt	nt	0.2	nt	-0.4%	nt	i	nt	25	752	nt	nt	nt	-1	nt	i	nt	nt
O=C(CN1C(=O)CSC1=O)Nc1ccc(N2CCOCC2)cc1	-1	0.17	1.8	1119	nt	1.8	i	-4	51	649	1.2	1212	-3	0	i	i	-1.1	7.0
NNC(=O)[C@H](Cc1ccccc1)NC(=O)Nc1ccc2c(c1)OCCO2	nt	0.63	0.5	1250	0.5%	nt	i	nt	18	650	nt	1379	nt	6	nt	i	-0.1	nt
O=C(CCN1C(=O)c2ccccc2S1(=O)=O)Nc1ccc(C(=O)O)cc1	nt	nt	1.6	nt	-0.3%	nt	i	nt	29	697	nt	nt	nt	11	nt	i	nt	nt
COc1ccc(NC(=O)CCCSc2ccccc2)cc1S(N)(=O)=O	nt	nt	0.5	nt	-0.5%	nt	i	nt	37	746	nt	nt	nt	0	nt	i	nt	nt
Cc1cccc(N2CCN(C(=O)c3ccc(N4CCCC4=O)cc3)CC2C)c1 (stereo unspecified)	49	-0.22	1.9	1439	0.8%	2.5	i	-2	25	nt	4.0	1627	10	nt	i	i	1.5	11
CCN(C(=O)CSc1nnnn1-c1cc(C)ccc1OC)C1CCS(=O)(=O)C1 (stereo unspecified)	2	0.77	0.5	912	-0.1%	2.1	i	-2	48	nt	4.1	1542	-1	nt	i	i	-5.3	3.6
Cc1ccc(-c2csc3nc(C)n(-n4cccc4)c(=O)c23)o1	-4	-0.28	0.7	1012	1.7%	1.8	i	3	16	nt	3.5	1331	10	nt	i	i	-2.0	8.3
COc1ccc([C@@H]2[C@@H]3C(=O)N(C(C)(C)C)C(=O)[C@@H]3[C@]3(CC(C)C)C(=O)N(c4ccccc4)C(=O)N23)cc1	nt	nt	1.3	nt	-0.8%	nt	i	nt	23	759	nt	nt	nt	-14	nt	i	nt	nt
CCCCn1c(NCCO)nc2ccccc21	nt	-0.55	3.4	1224	0.1%	2.2	i	-6	31	819	4.4	1211	-12	-3	nt	i	-3.9	7.5
COc1ccc(C(=O)OC(C)C(=O)NC(C)CCc2ccccc2)cc1OC (stereo unspecified)	nt	nt	0.5	nt	-1.1%	nt	i	nt	34	860*	nt	nt	nt	103*	nt	i	nt	nt
C=CCCC(=O)Nc1ccc(COC(=O)N2CCOCC2)cc1	4	nt	5.9	nt	-0.1%	0.5	i	2	4	713	2.7	nt	-11	-3	i	i	nt	26
Cc1ccc(N(Cc2ccc([N+](=O)[O-])cc2)C(=O)c2ccco2)cc1C	17	-0.34	1.1	934	-1.5%	3.5	i	-8	41	635	2.6	1213	18	-2	i	i	0.3	11
O=C(Nc1ccccc1)C(=O)c1c[nH]c2ccccc12	nt	nt	0.4	nt	-1.2%	nt	i	nt	52	884	nt	nt	nt	14	nt	i	nt	nt
Cc1cc(-c2cccnc2)c(C#N)c(SCc2cccc(F)c2)n1	-2	-0.63	3.8	1332	0.7%	1.9	i	16	6	nt	2.6	1501	18	nt	i	i	-0.5	0.3
COCCn1cc(C(=O)c2cc(Br)ccc2O)cc(C#N)c1=O	17	-0.05	0.2	1080	-0.8%	1.7	i	10	32	757	4.6	1150	27	-3	i	i	-0.2	13
CCCCCC1CC(CC(C)C(=O)Nc2nncs2)C(=O)O1 (stereo unspecified)	2	nt	0.4	472	nt	1.8	i	0	20	749	2.4	nt	2	13	i	i	-5.1	6.8
Cc1cccc(NC(=O)CSc2ccc(-c3ccco3)nn2)c1	-7	0.42	0.5	1156	-1.1%	3.3	i	7	33	683	3.5	1462	5	-27	i	i	-1.1	7.6
Cc1ccc(C2C(C#N)=C(N)Oc3c2oc(CO)cc3=O)o1 (stereo unspecified)	nt	0.25	0.4	1137	0.1%	nt	i	-1	38	nt	nt	1191	1	nt	nt	i	-1.4	nt
O=C(NCCC1=CCCCC1)C1CCC(=O)N(Cc2cccc(C(F)(F)F)c2)C1 (stereo unspecified)	nt	nt	5.0	nt	0.1%	nt	i	nt	22	789	nt	nt	nt	33	nt	i	nt	nt
CC(=O)NC(CCS(C)(=O)=O)C(=O)Nc1c(C)cccc1C (stereo unspecified)	7	1	1.2	1104	0.2%	2.1	i	-2	24	667	2.3	1466	-8	7	i	i	-1.6	4.3
COc1cccc(/C=C/c2ccccn2)c1O	nt	-0.13	0.4	1351	0.1%	nt	i	nt	19	693	nt	1124	nt	19	nt	i	0.0	nt
Cc1cc(NS(=O)(=O)Cc2ccccc2)no1	0	0.59	0.8	1011	0.2%	1.8	i	0	31	758	2.6	1387	-10	13	i	i	0.2	3.4
O=C(c1ccccc1)C1CCc2occc2C1=O (stereo unspecified)	2	-0.61	0.5	1039	0.1%	1.6	i	6	17	709	4.3	1200	6	-2	i	i	0.1	2.8
O=C(Cc1ccccc1)Nc1ccc(NC(=O)c2ccc(Br)cc2)cc1	nt	nt	0.3	nt	-0.5%	nt	i	nt	38	772	nt	nt	nt	-4	nt	i	nt	nt
COc1cc(/C=C/c2ccc3c(Br)cc(Br)c(O)c3n2)ccc1O	nt	-2.7	0.3	908	?	nt	i	nt	65	683	nt	1026	nt	2	nt	i	8.1	nt
CC(=O)c1ccc(NC(=O)CN2CCCC2)cc1	nt	nt	0.1	nt	-0.5%	nt	i	nt	56	734	nt	nt	nt	-16	nt	i	nt	nt
Cc1ccc(C2C(C#N)=C(N)Oc3n[nH]c(C)c32)cc1 (stereo unspecified)	-15	-0.34	0.8	1075	0.1%	2.3	i	0	17	nt	4.6	1365	7	nt	i	i	-6.4	5.1
CC(C)CC(=O)NC(=S)Nc1nc(-c2ccc(Cl)cc2)cs1	12	-0.82	0.1	561	-0.8%	2.1	i	18	44	624	4.9	1200	21	-2	i	i	-0.2	3.2
O=S1(=O)c2cccc3cccc(c23)N1Cc1ccc(-c2nnco2)cc1	2	0.44	0.4	1204	0.1%	3.3	i	16	35	750	7.0	1283	-7	0	i	i	-3.7	5.4
COc1ccc(CNC(=O)CN(C(=O)CCC(=O)Nc2nccs2)c2ccc3c(c2)OCO3)cc1	nt	nt	0.3	nt	-0.7%	nt	i	nt	43	812	nt	nt	nt	-9	nt	i	nt	nt
O=C(O)CSCC(=O)Nc1ccc(C(F)(F)F)cc1	25	0.02	0.3	1458	0.8%	1.6	i	8	56	424	1.9	1277	-3	-12	i	i	0.4	2.1

# Screening data deposited in PubChem BioAssay by several laboratories.
